Compound activity from PubChem.
GAA inhib – alpha-glucosidase (human) inhibition; P10253; purified human GAA, 4-MU-alpha-glucoside fluorescence; Potency, µM (doses to about 76.9 µM), for the others: at the top dose activity change, negative = inhibition, actives largely listed as inhibitors; 200,000 compounds, 0.005% hits;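 note: plate controls were uninhibited enzyme wells for no effect and no-enzyme background for full effect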
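Endpoint fluorogenic read: 20 min room-temperature reaction of 4 nM human alpha-glucosidase with 400 uM 4-methylumbelliferyl-alpha-D-pyranoside, pH 5.0, quenched with 1M NaOH/1M glycine pH 10. AC50 from Hill modeling.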
IMPase Li cell – membrane-permeable IMPase blocker, potentiated with lithium | 210,000 compounds, 0.35% hits | Potency, µM (titrated, usually from 59.4 µM), without a hit: at the top dose activity, negative = IMPase inhibition, usual class: inhibitors | CHO-M1 cells, IP1 TR-FRET (IP-One), carbachol + lithium | AID 1457;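 note: IP1 builds up when IMPase is blocked and the TR-FRET signal falls; plate controls were basal vehicle for no effect and high inhibitor control for full effect; nearly all actives have a fitted effect of over 50% in size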
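CHO cells stably expressing M1 receptor (2000/well) were cultured 16–30 h, then exposed to compounds with a small lithium addition for 30 min at 37C. IP1 was measured by TR-FRET competition; AC50 from Hill fits.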
HttQ103 aggreg – reduces HttQ103-GFP aggregates in PC12 cells. Potency, µM (doses to about 46.1 µM), for inactives: top-dose activity change, negative = inhibition, actives largely listed as inhibitors. PC12 HttQ103-GFP aggregates, Acumen cytometry, 40 h. 220,000 compounds, 1.1% hits; note: % is set by controls: 0 for no effect and ±100 for the full control effect; nearly all actives have a fitted effect of over 60% in size
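Quantitative HTS on tebufenozide-induced (100 nM) PC12 cells stably expressing polyQ103 Huntingtin exon 1–GFP. Reduction of bright GFP aggregates, detected by laser scanning cytometry after lysis, identified actives across the titration.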
HTT cytoprotect – Huntington cell model cytoprotection by ATP luminescence; PC12 HTT-Q103 induced, cytoprotection, ATP luminescence, 40 h; Potency, µM (series often up to 56.4 µM), without a hit: cytoprotection (ATP increase), usual class: activators; 230,000 compounds, 0.14% hits;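 note: % of control where 0% means no effect; nearly all actives have a fitted effect of over 45% in size; toxic huntingtin expression switched on by the ecdysone agonist tebufenozide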
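ATP quantification (ATPlite) reports survival of PC12 cells in which tebufenozide, 100 nM final, switches on Htt exon 1 with 103 glutamines linked to GFP; compounds are titrated.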
GAA glycogen mod – GAA glycogen-cleavage inhibition or activation; recombinant GAA, glycogen substrate, Amplex Red glucose oxidase fluorescence; 300,000 compounds, 0.38% hits; P10253; Potency, µM (doses to about 76.4 µM), without a hit: top-dose activity change, negative = inhibition, actives largely listed as inhibitors; AID 2100;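 note: 0% = full enzyme reaction and -100% = no-enzyme basal signal; the screen sought inhibitors and activators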
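Recombinant human alpha-glucosidase (4 nM final) hydrolysed bovine liver glycogen (30 ug) for 40 min at 37 C in pH 5.0 citrate/phosphate with 0.01% Tween-20. Released glucose detected by glucose oxidase/Amplex Red, Ex 573/Em 610 nm. Compounds up to 77 uM; AC50 from Hill fits.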
GAA spleen mod – inhibits or activates alpha-glucosidase in human spleen homogenate | human spleen homogenate, 4-MU-alpha-glucoside fluorescence | AID 2112 | 240,000 compounds, 0.006% hits | Potency, µM (top dose mostly 79.9 µM), inactives show at the highest dose activity change, negative = inhibition, actives largely listed as inhibitors | P10253;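 note: 0% = enzyme with vehicle and -100% = no enzyme basal signal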
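AC50 values come from Hill-equation fits of concentration-response data, normalized to no-enzyme and full-activity controls. Enzyme source: 1 ug human spleen homogenate; 1 mM fluorogenic 4-MU glucoside, pH 5.0 citrate buffer, 37 C, 40 min.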
RGS12 GoLoco inh – blocks human Gai1 binding to RGS12 GoLoco peptide, red readout; P63096; Gai1:RGS12 GoLoco peptide FP, rhodamine, 10 min; Potency, µM (doses to about 61.6 µM), for inactives: at the top dose activity, negative = inhibition, usual class: inhibitors; 230,000 compounds, 0.44% hits; AID 880; active = well fitted inhibition curve with a large enough effect, not every such curve was filed as active; inactive = no such curve, though single readings can be large or run the other way; note: % is set by controls: 0 for no effect and ±100 for the full control effect; nearly all actives have a fitted effect of over 30% in size; many of its hits are not listed in these tables
Target sequence (P63096 whole entry, looked up): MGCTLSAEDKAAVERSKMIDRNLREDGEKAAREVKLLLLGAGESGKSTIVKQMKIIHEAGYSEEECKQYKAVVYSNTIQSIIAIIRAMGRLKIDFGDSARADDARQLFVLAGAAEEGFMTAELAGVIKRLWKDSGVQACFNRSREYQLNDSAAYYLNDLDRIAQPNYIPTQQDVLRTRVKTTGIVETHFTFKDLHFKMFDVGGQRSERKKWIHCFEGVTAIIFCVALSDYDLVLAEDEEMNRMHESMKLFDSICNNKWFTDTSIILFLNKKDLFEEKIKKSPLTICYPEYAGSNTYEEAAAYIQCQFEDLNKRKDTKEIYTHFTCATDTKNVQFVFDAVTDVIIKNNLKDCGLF
* marks the source's active call; other numbers are inactive results; ? = inconclusive; nt = no result given; [ ] = another dose, or the depositor's remark. Unless noted, calls come from the whole dose curve; as a rule, active = well fitted curve in the direction sought with a large enough effect; inconclusive = small, poorly fitted or top-dose-only effect, or another doubt; inactive = no such curve, though single readings can be large; an effect the other way counts as inactive or inconclusive. Potency is the fitted concentration of half-maximal effect. An excerpt. The share of hits here may be higher or lower than overall.

no. | SMILES | GAA inhib | IMPase Li cell | HttQ103 aggreg | HTT cytoprotect | GAA glycogen mod | GAA spleen mod | RGS12 GoLoco inh
1 | COc1ccc(C(CCNCc2ccc(OC)c(OC)c2)c2ccc(F)cc2)cc1 (centres undefined) | nt | nt | 9%[9.22 µM] | 10%[10 µM] | -5% | 5% | 5%
2 | CCCN1CCC(N2CCCC(C(=O)O)C2)CC1 (centres undefined) | 1% | -4% | -1% | -35% | 4% | -5% | -6%
3 | Cc1cc(N/N=C/c2cccc(F)c2)nc(NCc2ccccc2)n1 | nt | nt | 3%[9.22 µM] | -3%[10 µM] | -11% | 3% | 7%
4 | COc1ccc(C(=O)NNC(=O)CSc2nc3c([nH]2)c(=O)n(C)c(=O)n3C)cc1 | -5% | -1% | 9% | nt | -5% | -13% | 6%
5 | Cc1cc(=O)oc2cc(OCC(=O)NCCc3nc4ccccc4[nH]3)ccc12 | -15% | -11%[38.3 µM] | 7% | 9% | 14% | -9% | -1%
6 | Cc1ccc(C(=O)NNC(=O)Cc2ccccc2)cc1 | 3% | 12%[38.3 µM] | 10%[9.22 µM] | -8% | 7% | 0% | 10%
7 | CCCC(C)NC(=O)CSc1nnc2ccccn12 (centres undefined) | 2% | 1% | -1% | -23% | 6% | 1% | -2%
8 | CCOC(=O)N1CCC(n2c(SCC(=O)Nc3ccccc3OC)nc3ccccc3c2=O)CC1 | -7% | 30%[38.3 µM] | -9% | 3% | -2% | 2% | 5%
9 | Cc1ccc(-n2ncc(C(=O)O)c2C2CCN(C(=O)OC(C)(C)C)CC2)cc1 | -10% | -2%[38.3 µM] | 11% | -23% | -2% | 4% | 6%
10 | CCCN1Cc2cccc(C(=O)NCc3ccccc3OC)c2C1=O | 1% | 10%[38.3 µM] | -2%[9.22 µM] | 7% | 2% | 1% | -9%
11 | O=C(/C=N/O)NCCN1CCCCC1 | -3% | -1%[38.3 µM] | 2% | -25%[10 µM] | 2% | -3% | -5%
12 | COC(=O)c1cc(C(=O)OC)n(Cc2ccc(F)cc2)n1 | -3% | -3%[38.3 µM] | 9% | 6% | -19% | -4% | 7%
13 | COc1ccc(NC(=O)C(c2ccc(C)cc2)N(C)C(=O)c2cnccn2)cc1 (centres undefined) | -3% | 12%[38.3 µM] | 3% | 16% | -11% | 4% | -3%
14 | CC1Cc2ccccc2N1C(=O)COC(=O)C1(c2ccccc2F)CCCC1 (centres undefined) | -5% | 7% | -6% | 11%[10 µM] | -9% | 2% | -7%
15 | Cc1cc(C)c(NC(=O)COC(=O)c2ccc([N+](=O)[O-])s2)c(C)c1 | 4% | -2% | -12% | -4%[10 µM] | 4% | 1% | 1%
16 | C=CCSc1nnc(-c2cccnc2)o1 | -3% | 18%[38.3 µM] | -8% | -2%[10 µM] | 7% | -2% | -1%
17 | CC1C/C(=N\NC(=S)NCc2ccccc2)CC(C)(C)C1 (centres undefined) | -8% | 22%[38.3 µM] | -12% | 18% | -27% | 3% | 14%
18 | Cc1ccccc1-c1nc(CS(=O)(=O)CC(=O)Nc2cc(F)ccc2F)c(C)o1 | ? | 15%[38.3 µM] | 5% | -17%[10 µM] | -10% | -6% | 5%
19 | Cc1cc(C)cc(N(CC(=O)NC2CCCCC2)C(=O)CCC(=O)Nc2cc(C)ccn2)c1 | 1% | 22%[38.3 µM] | -10% | -6% | -6% | 10% | 4%
20 | CCc1ccc(CN(C)Cc2nc(COc3ccccc3)no2)nc1 | -2% | 10% | nt | nt | -11% | 5% | 3%
21 | O=C(CCN1C(=O)C2C3C=CC(C4CC34)C2C1=O)Oc1cccc2cccnc12 (centres undefined) | 4% | 12%[38.3 µM] | -3% | -14% | 4% | 7% | 10%
22 | CCC(C)NC(=O)Nc1ccc(Br)cc1Cl (centres undefined) | nt | 7% | 2%[9.22 µM] | -2%[10 µM] | -4% | 5% | 1%
23 | CCCOc1ccc(OCCSc2nnc(N)s2)cc1 | -4% | 15%[38.3 µM] | -29% | -43%[inhibitor] | 2% | -7% | 2%
24 | Cc1c(-c2ccc(F)cc2)[n+](=O)c2c(n1[O-])CCCCC2 | -7% | 3% | -4% | nt | -12% | 1% | 5%
25 | S=C(NCC1CCCO1)NC1CCCCC1 (centres undefined) | 5% | -3% | 13%[9.22 µM] | 4%[10 µM] | 5% | -5% | -12%

no. | SMILES | GAA inhib | IMPase Li cell | HttQ103 aggreg | HTT cytoprotect | GAA glycogen mod | GAA spleen mod | RGS12 GoLoco inh
26 | Nc1cc(N)nc(SCCOc2ccccc2F)n1 | 1% | -10% | 22% | -15%[10 µM] | 2% | 3% | 6%
27 | O=S(=O)(c1ccc(Oc2ccc3oc4ccccc4c3c2)nc1)N1CCCC1 | 1% | 12%[38.3 µM] | 9% | -24% | 4% | -20% | 5%
28 | CC(C)c1ccc(Cn2ccc3c4c(N)nc(NC5CC5)nc4ccc32)cc1 | nt | 11% | nt | -80%[inhibitor] | nt | -4% | 3%
29 | Cn1c(=O)[nH]c(=O)c2c1nc(Sc1nc3ccccc3s1)n2Cc1ccccc1 | ? | 37%[activator][38.3 µM] | -18% | -28% | -4% | 9% | -4%
30 | O=C(CSc1nccc(=O)[nH]1)N1CCN(c2ccccc2)CC1 | 2% | 0% | 20% | ? | 11% | -1% | 15%
31 | Cc1cccc(OCCSc2ncnc3nc[nH]c23)c1 | -2% | -33%[38.3 µM] | ? | 8% | -2% | -15% | 6%
32 | O=c1cc(-c2ccc(F)cc2F)[nH]c2ccc(F)cc12 | nt | -17% | nt | ? | nt | 4%[119 µM] | -13%[88.7 µM]
33 | C/C(=N\NC(=O)Cn1nc(C)c([N+](=O)[O-])c1C)c1ccc(Cl)s1 | nt | nt | 0%[9.22 µM] | -15%[10 µM] | 4% | -5% | 0%
34 | CCOC(=O)N1CCC(NC(=O)c2csc3c2CCCC3)CC1 | -8% | 29%[38.3 µM] | ? | -11% | 1% | 2% | 19%
35 | O=C(O)c1c2c(nc3ccc(S(=O)(=O)N4CCC(C(=O)NC5CCCC5)CC4)cc13)CCCCC2 | -6% | 6%[38.3 µM] | 0% | -6% | ? | 4% | 4%
36 | CCCNC(=O)NC1CCCCCCC1 | -1% | -3% | 2% | -12% | 8% | -10% | 5%
37 | O=C(/C=N/O)NCC1CCNCC1 | 4% | -8%[38.3 µM] | 16% | -34% | -4% | -8% | 9%
38 | Cc1cc(/C=C(\C#N)C(=O)Nc2ccccc2)c(C)n1-c1ccc2c(c1)OCO2 | 0% | 0% | -1% | -2%[10 µM] | -1% | -15% | 11%
39 | CNCCCNC(=O)c1ccc(/C=N/O)nc1 | -6% | -1% | -4% | -12% | 4% | 5% | 3%
40 | O=C(O)c1ccc(NC(=O)c2cn(-c3ccccc3)nc2-c2ccc(F)cc2)cc1 | 0% | -3% | -19% | -66%[inhibitor] | 3% | 1% | 6%
41 | COC(=O)c1[nH]c2ccc(Cl)cc2c1NC(=O)C1CC1 | -3% | 6%[38.3 µM] | -1% | 1% | 6% | -9% | 12%
42 | O=C(c1sc(N2CCOCC2)nc1-c1ccccc1)N1CCCCC1 | 3% | 0% | -4% | -12%[10 µM] | 9% | -9% | -11%
43 | COC(=O)c1ccncc1C(=O)Nc1ccc(F)cc1 | 4% | 1% | 2% | 1%[10 µM] | -6% | -3% | -4%
44 | Cc1cc(C(=O)COC(=O)c2ccco2)c(C)n1Cc1ccco1 | -5% | 1% | -8% | -17% | -1% | 3% | -1%
45 | O=[N+]([O-])c1ccccc1OCC(O)CNC1CCCC1 (centres undefined) | nt | nt | -18%[9.22 µM] | -9%[10 µM] | 2% | -4% | 2%
46 | COc1ccc(S(=O)(=O)N(C)c2ccc(C(=O)N3CCC(C(N)=O)CC3)cc2)cc1OC | 12% | -1% | 19% | -33% | 27% | 5% | 9%
47 | CCN(CC)c1ccc(/C=N/NC(=S)NCc2ccccc2)c(O)c1 | -4% | -3% | -20% | nt | -6% | 4% | 41%[activator]
48 | Cn1cc(/C=N/NC(=O)COc2ccccc2[N+](=O)[O-])c2ccccc21 | 3% | 1% | 27% | 11%[10 µM] | -3% | 14% | 1%
49 | Cc1cc(/C([O-])=C(/C(=S)Nc2ccc(F)cc2)[n+]2ccccc2)c(C)n1-c1ccc(F)cc1 | -4% | 15%[38.3 µM] | -5% | 5% | 2% | -21% | 33%[activator]
50 | CCOc1cccc(/C=N/NS(=O)(=O)c2ccc(C)c([N+](=O)[O-])c2)c1O | -7% | 5% | -4% | -18% | ? | 15% | -5%

Three entries from above, arranged by the value under RGS12 GoLoco inh, largest number first.
no.	SMILES	GAA inhib	IMPase Li cell	HttQ103 aggreg	GAA glycogen mod	RGS12 GoLoco inh
37	O=C(/C=N/O)NCC1CCNCC1	4%	-8%[38.3 µM]	16%	-4%	9%
8	CCOC(=O)N1CCC(n2c(SCC(=O)Nc3ccccc3OC)nc3ccccc3c2=O)CC1	-7%	30%[38.3 µM]	-9%	-2%	5%
19	Cc1cc(C)cc(N(CC(=O)NC2CCCCC2)C(=O)CCC(=O)Nc2cc(C)ccn2)c1	1%	22%[38.3 µM]	-10%	-6%	4%

Continuation.
no. | SMILES | GAA inhib | IMPase Li cell | HttQ103 aggreg | HTT cytoprotect | GAA glycogen mod | GAA spleen mod | RGS12 GoLoco inh
51 | Cc1csc2c(=O)sc(NC(=O)c3cccs3)nc12 | nt | nt | -8%[9.22 µM] | -5%[10 µM] | 0% | 6% | 11%
52 | C=CCNc1nc(Nc2ccc(Cl)cc2)nc(OC)n1 | -15% | 10% | -33% | -28% | 5% | 10% | 6%
53 | COc1cc(/C=C/C(=O)O)ccc1S(=O)(=O)N1CCCc2ccccc21 | -9% | 5% | -22% | -13% | 2% | 0% | 2%
54 | N/C(CN1CCCCC1)=N\S(=O)(=O)c1cc(Cl)cc(Cl)c1 | -5% | nt | 12%[9.22 µM] | 9%[10 µM] | 6% | 7% | -9%
55 | COc1ccc(C2=NCC(CSc3nnnn3C)S2)cc1 (centres undefined) | -2% | -3%[38.3 µM] | 12% | -4% | 1% | -6% | 2%
56 | O=C(O)c1ccc2nc(-c3ccccc3)sc2c1 | 2% | -8% | 5% | nt | 11% | -5% | 10%
57 | CCOC(=O)N1CCN(S(=O)(=O)c2cc(C)c(C)cc2C)CC1 | -6% | 11% | -12% | 8%[1.9 µM] | -5% | -10% | 2%
58 | Cc1ccccc1NC(=O)c1ccccc1O | 2% | 26%[38.3 µM] | ? | -35% | 0% | 4% | 2%
59 | COc1ccc2c(c1)sc1nc(-c3ccccc3)cn12 | -2% | -2%[38.3 µM] | 4% | -132%[inhibitor] | 6% | -6% | 6%
60 | CCNC(=O)COC(=O)c1ccc(-n2nc(C)cc2C)cc1 | 9% | 8% | 5% | 17% | 1% | -6% | -2%
